Screens: PubChem BioAssay, Broad Institute
TcdB inh = inhibitors of Clostridioides difficile toxin B glycohydrolase. P18177. TcdB glycohydrolase enzymatic assay, plate reader. inhibition, % at 9.99 µM. 0.24% of 350,000 active; in the data active means inhibition above about 10%
* hit, by the source's call.

SMILES | TcdB inh
COc1cccc(C#Cc2ccc([C@H]3[C@@H](C#N)N(C(=O)c4ccccn4)[C@@H]3CO)cc2)c1 | 0.8
O=C(C[C@@H]1CC[C@H]2[C@@H](COC[C@@H](O)CN2C(=O)Nc2ccc(Cl)c(Cl)c2)O1)NC1CCC1 | -0.5
CCC(=O)N1CCCCN2[C@H](CO)[C@@H](c3ccc(-c4ccc(F)cc4)cc3)[C@H]2C1 | 1.5
C[C@@H]1CCCCO[C@@H](CN(C)Cc2ccc3c(c2)OCO3)[C@@H](C)CN([C@@H](C)CO)C(=O)c2cc(NC(=O)CCCN(C)C)ccc2O1 | 0.1
C[C@H]1CCCCO[C@H](CN(C)Cc2ccc(C(=O)O)cc2)[C@@H](C)CN([C@@H](C)CO)C(=O)c2cc(NC(=O)Nc3ccccc3)ccc2O1 | -14
CO[C@@H]1CN(C)C(=O)c2ccc(NC(=O)C3CCC3)cc2OC[C@@H](C)N(Cc2ccncc2)C[C@H]1C | -2.5
CNC[C@@H]1OCCCC[C@@H](C)Oc2ccc(NC(=O)NC(C)C)cc2C(=O)N([C@@H](C)CO)C[C@H]1C | -0.5
C[C@H]1CN([C@@H](C)CO)C(=O)c2cc(C#CC3(O)CCCC3)cnc2O[C@H]1CN(C)C(=O)CC1CC1 | 0.2
C[C@@H]1CN([C@H](C)CO)C(=O)c2cc(Br)cnc2O[C@@H]1CN(C)S(=O)(=O)c1ccccc1 | -2.4
C[C@@H]1CN([C@H](C)CO)S(=O)(=O)c2ccc(C#Cc3cccnc3)cc2O[C@@H]1CN(C)CC1CCOCC1 | 1.3
COCC#Cc1cnc2c(c1)C(=O)N([C@H](C)CO)C[C@@H](C)[C@@H](CN(C)C)O2 | 0.1
CCOC(=O)C1=CC[C@@H](c2ccc(OC)cc2)[C@@H]1C(=O)c1ccccc1 | 0.5
C[C@@H]1CN([C@@H](C)CO)C(=O)Cc2cc(NC(=O)C3CCCCC3)ccc2O[C@@H]1CN(C)Cc1ccncc1 | -0.8
CC(C)CC#Cc1ccc2c(c1)O[C@H](CN(C)C(=O)c1cccnc1)[C@H](C)CN([C@H](C)CO)S2(=O)=O | 1.5
C[C@@H]1CN([C@H](C)CO)C(=O)c2cccc(NC(=O)c3ccncc3)c2O[C@H]1CN(C)Cc1ccc(C(=O)O)cc1 | 0.6
C[C@H](CO)N1C[C@H](C)[C@H](CN(C)Cc2ccc(C(=O)O)cc2)Oc2ccc(NC(=O)Nc3ccc(F)cc3)cc2C1=O | 0.1
CNC(=O)C[C@H]1CC[C@@H]2[C@H](COC[C@H](O)CN2S(=O)(=O)c2ccc(Oc3ccccc3)cc2)O1 | -0.4
C[C@@H]1CN([C@H](C)CO)C(=O)c2cc(NS(=O)(=O)c3ccc(F)cc3)ccc2O[C@H]1CN(C)C(=O)Nc1ccc(F)cc1 | -0.9
O=C(O)C[C@H]1C[C@@H]2c3cc(NC(=O)Nc4ccccc4)ccc3O[C@@H]2[C@@H](CO)O1 | -4.6
C[C@@H]1CN([C@@H](C)CO)C(=O)Cc2cc(NC(=O)Cn3cnnn3)ccc2O[C@H]1CN(C)Cc1ccc(C(=O)Nc2ccccc2N)cc1 | -2.0
C=CCNC(=O)[C@@H]1[C@H]2C(=O)O[C@H](c3ccccc3)[C@H](c3ccccc3)N2[C@H](c2ccc(OCCO)cc2)[C@@]12C(=O)N(C(=O)OCCOC)c1ccc(C#Cc3ccc(OC)cc3)cc12 | -5.8
Cc1ccc(S(=O)(=O)Nc2ccc3c(c2)C(=O)N([C@@H](C)CO)C[C@H](C)[C@H](CN(C)Cc2ccc(C(F)(F)F)cc2)OCCCC[C@H](C)O3)cc1 | 1.7
C[C@H](CO)N1C[C@H](C)[C@H](CN(C)Cc2ccc(C(=O)O)cc2)Oc2ccc(NC(=O)CCN3CCOCC3)cc2C1=O | -1.8
C[C@@H]1CCCCO[C@H](CN(C)C(=O)c2ccncc2)[C@H](C)CN([C@@H](C)CO)C(=O)c2cc(NS(=O)(=O)c3ccccc3)ccc2O1 | 1.0

Reprinted at random: 2 entries already listed
SMILES | TcdB inh
CNC[C@@H]1OCCCC[C@@H](C)Oc2ccc(NC(=O)NC(C)C)cc2C(=O)N([C@@H](C)CO)C[C@H]1C | -0.5
CCOC(=O)C1=CC[C@@H](c2ccc(OC)cc2)[C@@H]1C(=O)c1ccccc1 | 0.5

Following part:
SMILES | TcdB inh
CCCC#Cc1cnc2c(c1)C(=O)N([C@@H](C)CO)C[C@@H](C)[C@H](CN(C)C(=O)NCCC)O2 | -0.8
C[C@@H]1CN([C@@H](C)CO)C(=O)c2cccc(NC(=O)Nc3ccc4c(c3)OCO4)c2O[C@@H]1CN(C)C(=O)NC1CCCCC1 | 1.3
COCC#Cc1ccc2c(c1)O[C@H](CN(C)S(C)(=O)=O)[C@H](C)CN([C@@H](C)CO)S2(=O)=O | 0.1
CCCNC(=O)N1[C@H](CO)[C@H](c2ccccc2)C12CN(C(=O)CC)C2 | 0.3
O=C(N[C@@H]1CC[C@@H](CC(=O)N2CCCCC2)O[C@H]1CO)c1cccc(F)c1 | 1.2
Cc1cccc(-c2ccc([C@H]3[C@H]4CN(C(=O)c5ccncc5)CCCCN4[C@H]3CO)cc2)c1 | -0.5
C[C@H](CO)N1C[C@H](C)[C@@H](CN(C)Cc2cccnc2)Oc2ncc(C#CC3(O)CCCC3)cc2C1=O | -0.8
CCS(=O)(=O)N1CCCCN2[C@@H](CO)[C@@H](c3ccc(-c4ccccc4)cc3)[C@@H]2C1 | -0.8
CO[C@@H](CN(C)S(=O)(=O)c1ccc(Cl)cc1)[C@H](C)CN([C@H](C)CO)S(=O)(=O)c1cccc(Cl)c1 | 1.4
C[C@@H]1CN([C@H](C)CO)C(=O)Cc2cc(NS(=O)(=O)c3ccccc3)ccc2O[C@H]1CN(C)C(=O)Nc1ccccc1 | 0.3
COc1ccc(S(=O)(=O)Nc2ccc3c(c2)CC(=O)N([C@@H](C)CO)C[C@@H](C)[C@@H](CN(C)Cc2ccc(C(F)(F)F)cc2)O3)cc1 | 0.1
O=C(Nc1cccc(Cl)c1)N[C@H]1CC[C@H](CCn2cc(Cc3ccccc3)nn2)O[C@H]1CO | -1.5
COc1cccc(C(=O)Nc2ccc3c(c2)OC[C@@H](C)N(C(=O)C2CCC2)C[C@@H](C)[C@H](OC)CN(C)C3=O)c1 | 0.5
C[C@@H]1CN([C@H](C)CO)C(=O)c2cc(NC(=O)Nc3ccccc3)ccc2O[C@@H](C)CCCCO[C@H]1CN(C)Cc1ccc(Cl)c(Cl)c1 | -0.4
COc1ccc(NC(=O)N(C)C[C@H]2Oc3ccc(NC(=O)CCN4CCOCC4)cc3CC(=O)N([C@@H](C)CO)C[C@@H]2C)cc1 | -1.0
CCCN(C)C[C@@H]1OCCCC[C@H](C)Oc2ccc(NC(=O)Nc3ccc(F)cc3)cc2C(=O)N([C@@H](C)CO)C[C@@H]1C | 0.7
Cc1noc(C)c1S(=O)(=O)Nc1ccc2c(c1)CC(=O)N([C@H](C)CO)C[C@H](C)[C@H](CN(C)S(=O)(=O)c1cn(C)cn1)O2 | 1.8
C[C@H]1CN([C@@H](C)CO)C(=O)Cc2cc(NS(C)(=O)=O)ccc2O[C@H]1CN(C)C(=O)Nc1ccccc1 | 0.5
O=C(C[C@H]1C[C@H]2c3cc(NC(=O)Nc4ccccc4)ccc3O[C@H]2[C@@H](CO)O1)NCCN1CCCCC1 | 0.3
C[C@@H]1CN([C@@H](C)CO)S(=O)(=O)c2ccc(-c3ccc(F)cc3)cc2O[C@@H]1CN(C)C(=O)C1CCOCC1 | 0.5
OC[C@H]1[C@@H](c2ccc(C#Cc3cccnc3)cc2)[C@@H]2CN(Cc3ccccc3F)CCCCN12 | -1.5
Cc1ccc(S(=O)(=O)Nc2ccc3c(c2)C(=O)N([C@H](C)CO)C[C@H](C)[C@@H](CN(C)CC2CCCCC2)OCCCC[C@@H](C)O3)cc1 | -0.4
CO[C@H]1CC[C@@H]2CCN(C)C(=O)[C@@H](C)[C@H](OC)CN(C)C(=O)c3cc(C#N)ccc3OC[C@@H]1O2 | -1.0
CCC(=O)N1[C@@H]2c3ccc(C4=CCCC4)c(=O)n3C[C@H]1[C@H](CO)[C@H]2C(=O)N[C@@H](C)c1ccccc1 | 0.6
COC(=O)C[C@@H]1CC[C@H]2[C@H](COc3ccc(NC(=O)c4cnccn4)cc3C(=O)N2C)O1 | 0.8
C[C@H]1CN([C@@H](C)CO)C(=O)c2cc(NC(=O)C3CC3)ccc2O[C@H]1CN(C)C(=O)Nc1ccc(C(F)(F)F)cc1 | 3.6
OC[C@@H]1[C@@H](c2ccc(Br)cc2)[C@@H]2CN(Cc3ccccn3)CCCCN12 | -1.3
C[C@@H]1CN([C@H](C)CO)C(=O)c2cccc(NC(=O)NC3CCCCC3)c2O[C@H]1CN(C)Cc1ccc(Cl)c(Cl)c1 | 0.5
CCCNC(=O)N1[C@@H](C#N)[C@H](c2ccccc2)[C@@H]1CO | 0.2
C[C@@H]1CN([C@H](C)CO)C(=O)c2cc(-c3ccc(F)cc3)cnc2O[C@H]1CN(C)C(=O)NC1CCCC1 | 0.3
CCS(=O)(=O)N1CC2(C1)[C@H](c1ccccc1)[C@@H](CO)N2CCC(F)(F)F | -0.1
O=C(C[C@@H]1C=C[C@@H](NC(=O)Cc2ccccn2)[C@H](CO)O1)NCCc1ccccc1 | 0.0
O=C(Nc1cccc(Cl)c1)N1C[C@@H]2[C@H](c3ccccc31)[C@@H](CO)N2Cc1cccnc1 | -0.7
CC(C)NC(=O)Nc1ccc2c(c1)C(=O)N([C@@H](C)CO)C[C@@H](C)[C@@H](CN(C)C(=O)Nc1cccc3ccccc13)OCCCC[C@@H](C)O2 | 0.9
C[C@@H]1CCCCO[C@@H](CN(C)S(=O)(=O)c2ccccc2)[C@@H](C)CN([C@@H](C)CO)C(=O)c2cc(NC(=O)Nc3ccc(C(F)(F)F)cc3)ccc2O1 | -0.2
CN1C(=O)c2cc(NC(=O)C3CC3)ccc2OC[C@@H]2O[C@@H](CC(=O)NCC3CCCCC3)CC[C@@H]21 | -0.2

Exported as labelled records: two of the compounds above.
SMILES: C[C@@H]1CN([C@H](C)CO)C(=O)c2cc(-c3ccc(F)cc3)cnc2O[C@H]1CN(C)C(=O)NC1CCCC1
  TcdB inh: 0.3
SMILES: C[C@@H]1CCCCO[C@@H](CN(C)S(=O)(=O)c2ccccc2)[C@@H](C)CN([C@@H](C)CO)C(=O)c2cc(NC(=O)Nc3ccc(C(F)(F)F)cc3)ccc2O1
  TcdB inh: -0.2

Further compounds follow.
SMILES | TcdB inh
Cc1ccc(S(=O)(=O)N(C)C[C@H]2Oc3ccc(NC(=O)Cc4ccccc4)cc3CC(=O)N([C@@H](C)CO)C[C@@H]2C)cc1 | -1.0
CC(=O)N1[C@@H]2Cn3c(ccc(-c4ccccc4F)c3=O)[C@H]1[C@@H](C(=O)N1CCOCC1)[C@@H]2CO | -7.4
C[C@@H](NC(=O)C[C@H]1C[C@H]2c3cc(NC(=O)CN(C)C)ccc3O[C@H]2[C@H](CO)O1)c1ccccc1 | 0.4
CC=Cc1ccc2n(c1=O)C[C@H]1[C@H](CO)[C@@H](C(=O)NCCC)N(C(=O)c3cccnc3)[C@@H]21 (mixture of isomers) | 0.3
CO[C@@H]1CN(C)C(=O)c2cc(NC(=O)C3CCOCC3)ccc2OC[C@H](C)NC[C@H]1C | -1.7
CC(C)C#Cc1ccc([C@@H]2[C@@H](C#N)N(C(=O)c3ccccn3)[C@@H]2CO)cc1 | -0.1
CN1CCCCN2[C@H](CO)[C@@H](c3ccc(-c4cccnc4)cc3)[C@@H]2C1 | -0.7
C[C@@H]1CN([C@@H](C)CO)C(=O)c2cc(NS(=O)(=O)c3cccs3)ccc2O[C@@H](C)CCCCO[C@@H]1CN(C)Cc1ccccc1 | 0.5
COc1ccc(S(=O)(=O)N[C@H]2C=C[C@@H](CC(=O)N3CCN(c4ccccc4)CC3)O[C@H]2CO)cc1 | -0.2
CO[C@H]1CN(C)C(=O)c2ccc(NC(C)=O)cc2OC[C@H](C)N(CCc2ccccc2)C[C@@H]1C | -0.2
O=C(C1CCOCC1)N1C[C@H]2[C@@H](c3ccccc31)[C@@H](CO)N2C(=O)c1ccccc1 | -2.0
O=C(C[C@H]1C=C[C@@H](NC(=O)Nc2ccccc2F)[C@@H](CO)O1)NCc1ccc(-c2ccccc2)cc1 | 3.7

Three successive compounds from above:
SMILES | TcdB inh
CO[C@H]1CN(C)C(=O)c2ccc(NC(C)=O)cc2OC[C@H](C)N(CCc2ccccc2)C[C@@H]1C | -0.2
O=C(C1CCOCC1)N1C[C@H]2[C@@H](c3ccccc31)[C@@H](CO)N2C(=O)c1ccccc1 | -2.0
O=C(C[C@H]1C=C[C@@H](NC(=O)Nc2ccccc2F)[C@@H](CO)O1)NCc1ccc(-c2ccccc2)cc1 | 3.7

(continued)
SMILES | TcdB inh
C[C@H](CO)N1C[C@H](C)[C@@H](CN(C)Cc2ccncc2)OCCCC[C@H](C)Oc2ccc(NC(=O)Cc3ccccc3)cc2C1=O | 0.7
O=S(=O)(Cc1ccccc1)N1CCCCN2[C@H](CO)[C@H](c3ccc(C#Cc4ccccc4)cc3)[C@@H]2C1 | 0.1
C[C@H](CO)N1C[C@H](C)[C@H](CN(C)Cc2ccc(Oc3ccccc3)cc2)Oc2ncc(-c3cncnc3)cc2C1=O | -0.2
CC(C)NC(=O)N1CC2(C1)[C@H](c1ccccc1)[C@H](CO)N2C(=O)c1ccccn1 | -1.3
Cc1cccc(-c2ccc([C@H]3[C@@H](CO)N4CCCCN(Cc5cccnc5)C[C@H]34)cc2)c1 | -0.1
CNC[C@@H]1OCCCC[C@H](C)Oc2ccc(NC(=O)c3ccccc3)cc2C(=O)N([C@H](C)CO)C[C@H]1C | 1.3
C[C@H]1CN([C@@H](C)CO)C(=O)Cc2cc(NC(=O)Nc3cccc4ccccc34)ccc2O[C@@H]1CN(C)Cc1ccc(Oc2ccccc2)cc1 | -0.6

Some of the compounds tested; rates above refer to the full screens.
